Bioassay records as filed in PubChem BioAssay.
pCIP destab = p/CIP protein destabilization | Q05BA5 | F442A p/CIP-EGFP cells, EGFP fluorescence, 16 h | decrease of EGFP signal, % at 10 µM | actives 0.01% (n = 290,000);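 active = EGFP signal decrease of at least 30% at 10 µM or well 3 SD below plate mean, unless failing retest; inactive = the rest, including hits failing retest or dose response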; also: some compounds called inactive have numbers as strong as hits; many of its hits are not listed in these tables
IDE cell activ = IDE (human) activation, cell-based; activation, % at 5.96 µM; P14735; HEK cells, FAbeta-B cleavage, fluorescence polarization; 0% vehicle, 100% cell-free pure enzyme wells; actives 0.073% (n = 340,000); AID 493087;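 active = activation above the mean of all tested compounds plus 3 SD, set per screening campaign, cut at about 17% in these data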
NALP1 inh = NALP1 inhibition; S. cerevisiae NALP1/ASC/caspase-1 growth, X-gal OD620, 72 h; inhibition, % at 10 µM; actives 0.61% (n = 280,000); in the data active = inhibition mostly above about 24%, no sharp cut-off; inactive = mostly below about 32%; also: some compounds called inactive have numbers as strong as hits
IDE inh = cellular human IDE inhibition | P14735 | HEK cells, FAbetaB cleavage, fluorescence polarization | inhibition, % at 5.59 µM | actives 0.41% (n = 320,000) | AID 434962;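 active = percent inhibition above the average of all tested compounds plus 3 SD, set per screening campaign, cut at about 16% in these data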;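 also: IDE supplied by intact live HEK cells; FP after avidin binding of uncleaved biotin substrate so inhibition keeps polarization high; 0% = DMSO wells and 100% = 60 µM reference IDE inhibitor Ii1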
PfM18AAP inh = blocks P. falciparum M18 aspartyl aminopeptidase | recombinant PfM18AAP, H-Glu-NHMec fluorogenic cleavage | inhibition, % at 7.35 µM | actives 1.2% (n = 290,000) | AID 1822;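 active = inhibition above the campaign mean inhibition over all tested compounds plus 3 SD, cut at about 28% in these data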;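 also: 0% = plate median of test compound wells and 100% = 2 mM ZnCl2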
MEKK3 PB1 HTS = MEKK3-MEK5 PB1 interaction, increase or decrease | bead-based flow cytometry, Alexa488-MEK5 binding to MEKK3; actives lie on both sides; 0 = blocked by unlabeled MEK5, 100 = vehicle | binding response (% of control), % at 10 µM | actives 1.4% (n = 290,000) | AID 1529 | Q99759;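 active = binding response more than 3 SD above or below the average of its plate-row segment, actives on both sides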;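 also: Alexa488 bead fluorescence after subtracting the streptavidin-only scavenger bead signal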
Target sequence (Q99759 whole entry, looked up): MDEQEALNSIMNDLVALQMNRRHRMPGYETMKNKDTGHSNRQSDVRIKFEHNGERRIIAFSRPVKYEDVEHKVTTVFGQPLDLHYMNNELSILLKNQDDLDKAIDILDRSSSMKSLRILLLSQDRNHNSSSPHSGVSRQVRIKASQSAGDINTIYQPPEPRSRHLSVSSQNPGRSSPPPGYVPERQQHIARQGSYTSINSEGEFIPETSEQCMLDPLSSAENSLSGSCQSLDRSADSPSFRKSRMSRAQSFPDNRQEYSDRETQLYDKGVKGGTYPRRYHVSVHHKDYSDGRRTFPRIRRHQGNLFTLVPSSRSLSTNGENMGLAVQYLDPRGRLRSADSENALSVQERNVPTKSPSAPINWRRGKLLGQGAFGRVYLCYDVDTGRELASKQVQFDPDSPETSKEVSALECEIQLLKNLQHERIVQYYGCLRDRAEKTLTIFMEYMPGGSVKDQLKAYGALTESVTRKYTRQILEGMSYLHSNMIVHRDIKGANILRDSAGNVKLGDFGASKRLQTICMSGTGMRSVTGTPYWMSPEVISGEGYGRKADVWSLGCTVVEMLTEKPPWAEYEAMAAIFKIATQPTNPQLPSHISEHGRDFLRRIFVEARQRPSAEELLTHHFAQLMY
MEKK2 mut-MEK5 = signal of MEK5 binding to mutant human MEKK2 PB1 domain | bead flow cytometry, Alexa488-MEK5 binding to MEKK2 mutant | percent response, % at 10 µM | actives 0.35% (n = 290,000) | AID 1530; in the data active = percent response above about 24%, passing the limit was not always enough; also: inactives centre near 1; some results filed as inactive read as strong as hits; reference of the scale not given here
UBC9 SUMO inh = inhibitors of human SUMOylation (UBC9). P63279. actives 0.36% (n = 290,000). HTRF SUMOylation assay, SAE1/SAE2 + UBC9, in vitro. inhibition, % at 35 µM; in the data active = inhibition above about 50%, passing the limit was not always enough; also: strong numbers were not always called active
Target sequence (P63279 whole entry, looked up): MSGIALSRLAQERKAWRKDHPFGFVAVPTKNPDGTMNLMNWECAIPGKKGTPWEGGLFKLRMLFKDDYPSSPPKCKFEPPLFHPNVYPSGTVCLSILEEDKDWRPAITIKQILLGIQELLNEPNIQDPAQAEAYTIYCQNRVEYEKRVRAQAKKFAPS
MEKK2wt PB1 HTS = raises or lowers MEK5 binding to wildtype human MEKK2 PB1 domain; Q9Y2U5; bead flow cytometry, Alexa488-MEK5 binding to MEKK2 WT; actives lie on both sides; binding response (% of control), % at 10 µM; actives 1.1% (n = 290,000); AID 1531; in the data active = binding response below about 67% or above about 130%
Numbers without * were called inactive; . = no result given; [ ] = dose if it differs, or a comment.

SMILES	pCIP destab	IDE cell activ	NALP1 inh	IDE inh	PfM18AAP inh	MEKK3 PB1 HTS	MEKK2 mut-MEK5	UBC9 SUMO inh	MEKK2wt PB1 HTS
c1ccc(-c2cnc(-c3ccccn3)nn2)cc1	.	3	.	4	.	106	5	.	106
CCOC(=O)C1=C(C)NC(C)=C(C(=O)OC)C1c1cccc(Cl)c1Cl (stereo not given)	0	8	10	0	-6	91	3	-30	98
O=C(NC(C1CC1)C1CC1)C1CCC(=O)N(CCCN2CCCC2=O)C1 (stereo not given)	-3	7	8	-5	-8	101	2	26	100
CCc1ccc(S(=O)(=O)NCc2csc(-c3cccnc3)n2)s1	-15	5	21	-8	-12	110	13	-24	120
COCCn1c(=S)[nH]c2cc(C(=O)NCCc3ccc(OC)c(OC)c3)ccc2c1=O	2	-1	5	5	7	99	0	5	99
Cc1cc(C)n(C(=O)CCNC(=O)c2ccccc2Br)n1	1	5	-6	-2	-2	100	2	7	102
O=C(NNc1c(Cl)cncc1Cl)c1sccc1Cl	4	6	1	1	16	132*	27	4	128
CCCn1c(=O)c2sccc2n2c(CCCC(=O)NCc3ccco3)nnc12	-9	4	16	1	25	101	4	15	98
C/C=C/c1ccc(OCCn2cncn2)c(OC)c1	-3	1	40	3	-1	99	1	4	102
N#CC1=C(N)SC(N)=C(C#N)C1c1cccc(Oc2ccccc2)c1	4	-7	25	1	3	106	6	-6	106
O=S1(=O)CCN(Cc2ccccc2Cl)CC1	0	-1	-5	3	-4	101	7	13	104
O=C1CC(c2ccccc2)n2nc(N3C(=O)CCC3=O)nc2N1 (stereo not given)	11	4	8	7	-5	112	5	-13	105
Cc1cc(C)cc(-n2c(SCC(=O)NCc3ccc4c(c3)OCO4)nc3ccccc3c2=O)c1	-8	-1	21	4	5	111	-1	18	93
CCC(C)(C)c1nnc(NC(=O)C2CCN(C(=O)c3ccco3)CC2)s1	-2	-1	-14	6	28	101	-1	-5	92
Cc1cc(C)c(NC(=O)C(=O)NCc2ccco2)c(C)c1	-10	7	5	0	-2	102	6	22	105
CN(CC(=O)Nc1cccc(F)c1)CC(=O)Nc1ccc(Cl)cc1[N+](=O)[O-]	2	-2	9	11	-4	103	4	4	105
CCCCOc1ccc(CON(C(C)=O)C(C)=O)cc1Cl	-2	1	6	-2	-3	97	-1	24	96
O=S(=O)(c1ccc(-n2cnnn2)cc1)N1CCC(N2CCCCC2)CC1	-4	5	12	6	-2	107	4	-8	108
O=C(CN1CCN(S(=O)(=O)c2ccc(Br)cc2)CC1)N/N=C/c1cccnc1	6	-1	20	-2	-3	97	7	7	100
O=S(=O)(c1ccc(NCC2CCCCC2)nc1)N1CCOCC1	8	3	-9	0	-1	106	2	-20	104

The final six entries of the section before lead into the next.
SMILES	pCIP destab	IDE cell activ	NALP1 inh	IDE inh	PfM18AAP inh	MEKK3 PB1 HTS	MEKK2 mut-MEK5	UBC9 SUMO inh	MEKK2wt PB1 HTS
Cc1cc(C)c(NC(=O)C(=O)NCc2ccco2)c(C)c1	-10	7	5	0	-2	102	6	22	105
CN(CC(=O)Nc1cccc(F)c1)CC(=O)Nc1ccc(Cl)cc1[N+](=O)[O-]	2	-2	9	11	-4	103	4	4	105
CCCCOc1ccc(CON(C(C)=O)C(C)=O)cc1Cl	-2	1	6	-2	-3	97	-1	24	96
O=S(=O)(c1ccc(-n2cnnn2)cc1)N1CCC(N2CCCCC2)CC1	-4	5	12	6	-2	107	4	-8	108
O=C(CN1CCN(S(=O)(=O)c2ccc(Br)cc2)CC1)N/N=C/c1cccnc1	6	-1	20	-2	-3	97	7	7	100
O=S(=O)(c1ccc(NCC2CCCCC2)nc1)N1CCOCC1	8	3	-9	0	-1	106	2	-20	104
CCC(=O)c1ccc2ncccc2c1	4	1	19	6	-5	99	-2	3	100
COc1ccc(NC(=O)CSc2nccn2Cc2ccccc2)c(OC)c1	-12	-2	8	0	-6	98	7	19	99
CCC(C(=O)Nc1ccc(S(=O)(=O)N2CCN(C)CC2)cc1)c1ccccc1 (stereo not given)	2	0	21	-3	-5	102	7	8	108
O=[N+]([O-])c1ccc(Sc2nnnn2-c2ccccc2)nc1	8	.	-5	.	-10	100	5	9	99
CCOCCCNC(=O)c1ccc(Br)cc1	2	5	-12	5	1	96	0	5	100
c1ccc2c(c1)Cn1c-2nc2ccccc21	5	1	.	8	3	99	0	6	101
Cn1c(=O)c2c(nc(Oc3ccc4c(c3)OCO4)n2Cc2ccc(Cl)cc2)n(C)c1=O	3	4	6	4	-5	93	-2	-10	97
CCC(=O)NCC(c1ccco1)N1CCN(c2ccc(OC)cc2)CC1 (stereo not given)	9	8	2	8	0	104	-5	-3	99
Cc1cccc(NC(=O)C2CCCN2S(=O)(=O)c2ccc(Cl)cc2)n1 (stereo not given)	2	3	20	-3	0	105	8	0	111
Cc1cc(C)c(C(CC(=O)c2cccs2)C(C#N)C#N)c(C)c1 (stereo not given)	-4	6	25	1	-3	101	-2	-4	99
COc1cc(/C=C(\NC(C)=O)C(=O)NC(C)(C)C)ccc1OC(C)=O	0	3	0	-6	8	97	-2	13	100
CCOC(=O)N1CCC(NC(=O)C2CCCN(S(=O)(=O)c3ccc4c(c3)oc(=O)n4C)C2)CC1 (stereo not given)	1	1	2	-2	-4	97	-2	6	98
CCn1c(SCC(=O)N2CCN(c3ccccc3)CC2)nnc1-c1ccoc1C	-14	-2	6	7	-10	105	8	8	105
COc1ccc(C(C)(C)C)cc1NC(=O)COC(=O)C(C)C	9	0	17	2	1	95	-4	-7	98
Cc1ccc(CNC(=O)CSc2nc3[nH]ncc3c(=O)[nH]2)cc1	-3	-6	42	6	12	106	4	5	104
NC(=O)NC(CC(=O)NCCc1ccccn1)c1ccccc1Cl (stereo not given)	2	3	5	2	2	96	-8	-8	92
COc1ccccc1S(=O)(=O)Cc1ccc(C(=O)NCc2ccc(C)cc2)o1	-6	-1	9	-2	1	104	2	12	108
N#CCC(CNc1ncc(C(F)(F)F)cc1Cl)OC(=O)c1c(F)cccc1F (stereo not given)	.	1	.	-2	6	99	-3	.	94
CCCC(=O)NC1C2CC3CC(C2)CC1C3 (stereo not given)	-6	3	24	-2	0	99	4	2	105
CC(=O)c1cccc(NC(=O)Nc2cccs2)c1	-6	5	3	4	14	99	8	5	102
COc1ccc(C(=O)Nc2cccc(S(C)(=O)=O)c2)cc1OC	6	-2	-4	3	4	117	0	6	111
COc1ccc(Nc2ccnc3ccccc23)cc1	3	9	23	1	-3	113	16	-21	119
COC(=O)c1cccc(S(=O)(=O)N2CCC(NC(=O)NC34CC5CC(CC(C5)C3)C4)CC2)c1	1	3	10	4	2	.	.	9	.
COC(=O)c1ccc(C2C(C(=O)Nc3ccc(C)cc3C)=C(C)Nc3ncnn32)cc1 (stereo not given)	-15	6	-11	1	.	101	8	1	102
O=c1cc(CO)oc(CN2CCN(c3ccccc3F)CC2)c1O	9	0	-19	2	7	103	2	-14	105
O=C(c1c(F)cccc1F)N(Cc1cccs1)C1CCCC1	-11	0	-1	-3	-3	98	-9	13	99
CCOC(=O)N1CCC(NC(=O)CCc2cn(C)c3ccccc23)CC1	-2	0	-12	4	3	85	-10	12	90
CCOC(=O)N1CCC(NC(=O)c2ccc(CS(=O)c3cccc(Cl)c3)o2)CC1 (stereo not given)	7	8	24	7	-6	103	3	4	106
CCOc1ccc2[nH]c(=O)c(CN(Cc3cccs3)C(CC)c3nnnn3C(C)(C)CC)cc2c1 (stereo not given)	-12	3	12	.	8	105	6	4	104
CC(=O)c1ccc(NC(=O)COC(=O)c2c3c(nc4ccccc24)/C(=C\c2cccs2)CCC3)cc1	-18	5	-3	-2	5	98	1	21	100
O=C(Nc1ccc2c(c1)OC1(CCCC1)O2)C1CC1	3	5	37	1	8	88	-5	12	92
O=c1c(-c2nnc(SCc3ccc(Cl)cc3)o2)cccn1Cc1ccccc1	-13	3	25*	0	2	102	3	-1	98
Cc1ccc(C(=O)NC(=S)Nc2ccc(S(=O)(=O)N3CCN(C)CC3)cc2)cc1	3	1	7	4	3	.	.	-1	.
Cc1c(C(=O)N2CCCCC2)c(S(=O)(=O)NCCc2ccccc2)c(C)n1C	6	1	-12	-1	3	102	2	-7	103
COc1ccc(S(=O)(=O)NCCOc2ccccc2)cc1F	-3	3	6	-1	-2	96	-2	7	95
COc1ccc(N(CC(=O)N2CCN(C)CC2)S(=O)(=O)c2ccccc2)cc1OC	7	-3	0	1	5	99	0	-15	102
Cc1nn(-c2ccccc2)c(Cl)c1C(=O)Nc1nnc(C2CCCCC2)s1	-15	5	1	-9	4	104	0	-4	100
CCNC(=S)N1CC(C)OC(C)C1 (stereo not given)	-5	2	19	2	-4	101	-2	-14	101
COc1ccc(S(=O)(=O)N2CCC(N3CCCC3)CC2)cc1	5	-2	-1	1	-8	98	0	25	95
CC1(C)COC2(OC1)C(=O)Nc1ccccc12	-12	5	-4	1	2	83	-8	-6	87
CC(=O)C1=C(C)NC(=O)NC1c1cc(Br)ccc1OCC(N)=O (stereo not given)	-1	2	9	3	1	107	1	6	101
COc1ccc(C(CNC(=O)c2cccc(N(C)C)c2)N2CCCC2)cc1 (stereo not given)	-4	7	-9	3	0	99	-3	-23	110
CSc1ccccc1-c1nnc(-c2ccccc2)o1	-2	-2	39	1	1	85	-7	12	93
CC(=O)Nc1ccc(S(=O)(=O)N2CCCCC2c2cccnc2)cc1 (stereo not given)	-14	-5	5	-4	-3	99	1	16	100
Cc1ccc(C(=O)Nc2cccc(C(=O)O)c2)cc1S(=O)(=O)N1CCOCC1	-4	3	3	1	-12	101	1	-7	102
CCOC(=O)c1ccc(NC(=S)NCCCN2CCN(C3CCCCC3)CC2)cc1	-6	3	10	8	-1	112	3	12	127
CS(=O)(=O)c1ccc2nc(NC(=O)C3CCCO3)sc2c1 (stereo not given)	-7	7	0	-2	3	92	-7	5	90
CCOC(=O)c1cnn(Cc2ccccc2Cl)c1N	-3	3	21	-1	-5	102	4	1	103
Cc1nc(SCC(=O)Nc2cccc(Cl)c2)n[nH]1	-4	0	-11	-2	2	101	0	17	104
COc1ccc(-c2nnc(SCC(=O)N3CCN(c4ccccc4)CC3)o2)cc1OC	2	1	20	0	3	103	-5	4	97
CCc1ccccc1NC(=O)c1ccc2c(O)c(S(=O)(=O)c3ccc(OC)cc3)c(=O)[nH]c2c1	0	9	22	2	3	100	-1	6	98
Cn1nnnc1SCC(=O)NCCc1ccc(Cl)cc1	-6	-5	-6	1	-1	93	-7	21	93
Cn1c(=O)c2c(nc(CN3CCc4ccccc4C3)n2CCCO)n(C)c1=O	2	-3	5	1	0	89	-13	9	96
O=C(Cn1cc(C(=O)C(F)(F)F)c2ccccc21)Nc1ccccc1F	-4	4	14	2	-1	101	6	6	99
COc1ccc(NC(=O)C(Cc2ccccc2)NC(=O)c2ccco2)cc1OC (stereo not given)	1	6	.	0	1	95	-7	-3	99
CN(C)CCNC(=O)c1cccc(NS(=O)(=O)c2ccc(Cl)c(Cl)c2)c1	-18	5	8	0	5	91	0	5	102
CCN(CC)c1ccc(/C=N/NC(=O)c2nnn(-c3nonc3N)c2C(C)C)c(O)c1	-33	4	15	-3	12	2.0*[inhibitor]	-20	1	1.0*[inhibitor]
O=C(Nc1cccc(Cl)c1)Nc1c[nH]c(=O)[nH]c1=O	-1	-2	27	-3	-17	100	-1	17	103
O=C(O)C1CCC(Cn2c(SCc3cc(=O)n4cc(Br)ccc4n3)nc3ccsc3c2=O)CC1 (stereo not given)	-7	8	-6	-2	4	98	3	4	101

Some of the compounds tested; rates above refer to the full screens.
